# Compound activity deposited in PubChem by several laboratories.
# TRPC4 act: activators of mouse TRPC4 channel, primary screen, Fluo4 calcium, HEK293 TRPC4beta/mu-opioid cells. Short transient receptor potential channel 4 (Mus musculus), Q9QUQ5. Fluo4 calcium fluorescence; hits give high values. B-score at 10 µM. actives 0.49% (n = 310,000). AID 2237, 2010;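 active = B-score above 5 SD of library B-scores, and initial fluorescence ratio not above library mean plus 5 SD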;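 note: positive B-score marks a calcium rise read as TRPC4 activation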
#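 System – HEK293 cells stably co-expressing mouse TRPC4beta and mu-opioid receptor · Signal – Fluo4 calcium-sensitive dye fluorescence, kinetic, 1 Hz baseline · Benchmarks – buffer (low) and maximal DAMGO (high) · Read-out – B score of integrated fluorescence ratio per well · Incubation – dye loading 45 min room temperature, 110 s kinetic read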
# MrgX1 allo act: positive allosteric modulators of MrgX1, primary screen, HEK293 cells, Fluo-4 calcium flux; FDSS; hits give high values; actives 0.63% (n = 310,000); B-score at 10 µM;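 active = plate-corrected calcium response at least 3 library SD above typical, normal starting fluorescence, not activating the receptor alone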;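 note: compound read alongside a low EC10 to EC30 dose of BAM8-22 agonist; peak minus trough fluorescence over baseline measured at the second addition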
# SKKanGAS inh: S. pyogenes SKKanGAS growth inhibitors in kanamycin, primary screen, streptokinase expression inhibitor project, SKKanGAS strain, BacTiter-Glo luminescence. 6 h. inhibition, % at 7.5 µM. actives 1.3% (n = 300,000);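 active = mean replicate score, as percent of positive control median, at least 50; inconclusive = mean below 50 but one replicate at or above 50; inactive = mean and every replicate below 50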;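 note: strain carries kanamycin resistance gene driven by streptokinase promoter and grows in 40 µg/ml kanamycin; loss of luminescence reflects streptokinase promoter inhibition or plain growth inhibition; 0% = median of DMSO wells and 100% = positive control at its reference dose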
# MrgX1 antag: antagonists of human MrgX1 receptor, primary screen, HEK293 cells, Fluo-4 calcium flux. B-score at 10 µM. actives 1.3% (n = 310,000). BAM8-22 antagonism; hits give low values. AID 588676, 2011;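 active = calcium-response B-score plate-corrected more than 3 library SD below zero, starting fluorescence within 5 deviations, no agonist response on first addition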;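 note: peak minus trough fluorescence over baseline after final BAM8-22 challenge near maximal dose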
# TMEM16A inh: TMEM16A chloride channel inhibitors, primary screen, cell-based, HTS | HEK293 TMEM16A/YFP iodide influx fluorescence, ionomycin | normalized B-score (activity score, 25-100; higher = stronger inhibition) at 10 µM | actives 1.2% (n = 310,000) | AID 588511, 2011;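 active = ratio plate-corrected score three or more library SD toward inhibition, starting fluorescence score within five deviations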;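 note: score derived from kinetic fluorescence span divided by baseline fluorescence per well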
# MrgX1 ag: agonists of human MrgX1 receptor, primary screen, HEK293 cells, Fluo-4 calcium flux; actives 0.44% (n = 310,000); B-score at 10 µM; Fluo-4 calcium fluorescence, agonist mode; hits give high values; Mas-related G-protein coupled receptor member X1 (Homo sapiens), Q96LB2;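 active = calcium response B-score plate-corrected fluorescence ratio at least 3 library SD, with starting fluorescence B-score inside 5 SD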
#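 Assay system: MrgX1-expressing HEK293 cells / Amount: fifteen thousand cells per well / Doses: test compound in the initial addition of three / Timing: cells plated overnight, dye loaded 0.5 h 37 °C, 0.5 h room temperature / Technique: kinetic calcium dye fluorescence, Fluo-4 NW / Control set: positive and negative controls per plate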
# TRPC6 inh: mouse TRPC6 channel inhibitors, primary screen, cell-based, HEK293, membrane potential dye; B-score at 10 µM; actives 1.1% (n = 310,000); Short transient receptor potential channel 6 (Mus musculus), Q61143; ACh-evoked depolarization; hits give low values; AID 2553, 2010;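 active = B-score under library mean minus 3 SD, initial fluorescence not abnormally high, positive integrated signal ratio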;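 note: B-score derived from integrated fluorescence ratio over the kinetic read; more negative B-score means stronger inhibition of depolarization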
# Target sequence (Q61143 whole entry, looked up): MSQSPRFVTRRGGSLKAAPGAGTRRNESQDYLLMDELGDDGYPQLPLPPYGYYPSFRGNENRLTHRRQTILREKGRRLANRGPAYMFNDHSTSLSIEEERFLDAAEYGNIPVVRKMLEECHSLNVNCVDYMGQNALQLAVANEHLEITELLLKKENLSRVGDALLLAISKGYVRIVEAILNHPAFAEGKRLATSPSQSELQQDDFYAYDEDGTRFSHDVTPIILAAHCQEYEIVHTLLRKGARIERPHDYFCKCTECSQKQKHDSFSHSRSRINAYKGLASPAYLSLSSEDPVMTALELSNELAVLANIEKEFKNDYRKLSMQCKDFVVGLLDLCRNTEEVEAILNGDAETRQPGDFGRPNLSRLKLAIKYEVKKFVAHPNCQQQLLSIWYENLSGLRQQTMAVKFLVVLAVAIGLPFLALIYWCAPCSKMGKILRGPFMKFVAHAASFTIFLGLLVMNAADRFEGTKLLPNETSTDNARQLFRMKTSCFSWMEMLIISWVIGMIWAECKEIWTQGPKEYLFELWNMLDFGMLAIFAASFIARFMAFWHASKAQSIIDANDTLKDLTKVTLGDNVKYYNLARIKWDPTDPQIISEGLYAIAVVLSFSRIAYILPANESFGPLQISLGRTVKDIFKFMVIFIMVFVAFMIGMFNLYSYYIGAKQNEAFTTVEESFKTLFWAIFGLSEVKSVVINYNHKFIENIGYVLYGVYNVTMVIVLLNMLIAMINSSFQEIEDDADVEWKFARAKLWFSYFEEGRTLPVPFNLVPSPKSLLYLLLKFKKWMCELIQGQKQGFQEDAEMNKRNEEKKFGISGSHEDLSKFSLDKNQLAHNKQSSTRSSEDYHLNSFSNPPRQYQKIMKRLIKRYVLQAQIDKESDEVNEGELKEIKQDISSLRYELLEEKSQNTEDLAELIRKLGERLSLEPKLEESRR
# TRPC4 block: inhibitors of mouse TRPC4 channel, primary screen, Fluo4 calcium, HEK293 TRPC4beta/mu-opioid cells. Short transient receptor potential channel 4 (Mus musculus), Q9QUQ5. DAMGO-evoked Fluo4 calcium flux; hits give low values. B-score at 10 µM. actives 0.39% (n = 300,000). AID 2247, 2010;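 active = B-score over 3 SD under the library average, no early fluorescence shift, positive overall ratio signal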
#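 Assay system: HEK293 cells with stable TRPC4beta plus mu-opioid receptor expression; Probe or stimulus: DAMGO in two steps, submaximal then maximal; Dosing: single-point compound dosing; Measured by: Fluo4 calcium-dye fluorescence, kinetic read; Read-out basis: B score from integrated Fluo4 fluorescence ratio.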
# TMEM16A act: TMEM16A chloride channel activators or potentiators, primary screen, cell-based, HTS. Anoctamin-1 (Mus musculus), Q8BHY3. HEK293 TMEM16A/YFP-H148Q/I152L, iodide quench fluorescence; hits give low values. B-score at 10 µM. actives 0.3% (n = 340,000);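 active = fluorescence-ratio B-score plate-corrected deviation score at least 3 library SD below zero, with starting fluorescence score within 5 deviations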;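 note: channel opened by trigger with iodide after compound preincubation; score built on the fluorescence ratio of max minus min over baseline; more negative score means more quench and so TMEM16A activation or potentiation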
# TRPC4 potent: positive allosteric modulators of TRPC4, primary screen, cell-based, mouse TRPC4beta, HEK293 mu-opioid, Fluo-4 calcium; DAMGO EC20, Fluo-4 Ca2+ flux; hits give high values; B-score at 10 µM; actives 0.42% (n = 310,000);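 active = B-score of calcium response area above 5 SD of library B-scores, with initial fluorescence ratio within 5 SD of library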;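 note: B-score of integrated fluorescence ratio over time as area under calcium response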
# TRPC6 activator: mouse TRPC6 channel activators, primary screen, cell-based, HEK293, membrane potential dye. Short transient receptor potential channel 6 (Mus musculus), Q61143. HEK293-TRPC6 membrane potential dye fluorescence; hits give high values. B-score at 10 µM. actives 0.13% (n = 310,000). AID 2550, 2010;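 active = B-score of the integrated fluorescence ratio above library mean plus 3 SD, and starting fluorescence ratio within library mean plus 5 SD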;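 note: higher score means more depolarization so channel activation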
# * hit, by the source's call; i = inactive; ? = inconclusive; nt = no result given.
# Values run as follows: MrgX1 ag | TMEM16A act | TMEM16A inh | TRPC6 activator | MrgX1 antag | MrgX1 allo act | TRPC4 potent | TRPC4 block | TRPC4 act | TRPC6 inh | SKKanGAS inh
(1) CCCC(O)(c1ccc(OC)cc1)C(CN(C)C)c1ccccc1 (stereo not given)
    i | i | i | i | i | i | i | i | i | i | -10
(2) COc1cccc(/C=C2/Sc3ccc(C(=O)NCCN4CCCC4)cc3NC2=O)c1
    i | i | i | i | i | i | i | i | i | i | -6
(3) CCC(C)c1ccc(NC(=S)NCc2ccccc2OC)cc1 (stereo not given)
    nt | i | nt | i | nt | nt | i | i | i | i | 37
(4) O=C(O)CCN1C(=O)/C(=C\c2cccc(OCc3ccccc3)c2)SC1=S
    i | i | i | i | i | i | i | i | i | i | 3
(5) COc1nc(C)ccc1-c1noc(-c2ccccn2)n1
    i | i | i | i | i | i | i | nt | i | i | 1
(6) Cn1ncn2c(=O)c3c(nc12)-c1ccccc1CC31CCCC1
    i | i | i | i | i | i | i | i | i | i | 4
(7) Cc1ccc(C(=O)OCC(=O)Nc2ccccc2C(F)(F)F)cc1S(=O)(=O)N1CCOCC1
    i | i | i | i | i | i | i | i | i | i | -3
(8) COc1ccc(C(=O)CSc2nnc3ccc(-c4ccccn4)nn23)cc1
    i | i | i | i | i | i | i | i | i | i | -3
(9) C=CCOC(=O)C1=C[C@@H](c2coc3ccccc3c2=O)C[C@@H](OCc2ccc(CO)cc2)O1
    i | i | i | i | i | i | i | i | i | i | -2
(10) CCOC(=O)C1CCN(C(=O)CN2C(=O)C(C(C)C)Oc3ccccc32)CC1 (stereo not given)
    i | i | i | i | i | i | i | i | i | i | -4
(11) O=C(CCn1ccc2ccccc21)NC1CCCc2ccccc21 (stereo not given)
    i | i | i | i | i | i | i | i | i | i | -1
(12) O=C(Cn1cnnn1)NCCc1ccc(Cl)cc1Cl
    i | i | i | i | i | i | i | i | i | i | -1
(13) COCC(=O)Nc1nc2n(n1)C(c1ccccc1)CC(c1ccc(OC)cc1)N2 (stereo not given)
    i | i | i | i | i | i | i | i | i | i | -3
(14) c1ccc(-c2ccc3c(c2)NCCN3)cc1
    i | i | i | i | i | i | i | i | i | i | 6
(15) COc1ccccc1N(CC(=O)NCCSc1ccccc1)S(C)(=O)=O
    i | i | i | i | i | i | i | i | i | i | 2
(16) Cc1ccc(N=Nc2[nH]c3ccccc3c2O)cc1
    i | i | i | i | i | i | i | i | i | i | 4
(17) Cc1cc(NC(=O)COC(=O)C2CC(=O)N(c3cccc(C)c3C)C2)no1 (stereo not given)
    i | i | i | i | i | i | i | i | i | i | 3
(18) COc1ccccc1CNC(=O)N1CCN(c2ccccc2)CC1
    i | i | i | i | i | i | i | i | i | i | -2
(19) COc1cccc2cc(C(=O)c3ccc([N+](=O)[O-])cc3)oc12
    i | i | i | i | i | i | i | i | i | i | 3
(20) COc1ccc(S(=O)(=O)N2CCN(C(=O)c3cnc(C)cn3)CC2)cc1
    i | i | i | i | i | i | i | i | i | i | -1
(21) CN1C(=O)CC(C(=O)Nc2ccccc2F)SC1=Nc1ccc2c(c1)OCO2 (stereo not given)
    i | i | i | i | i | i | i | i | i | i | -9
(22) CC(=O)Nc1sc(C)c(C)c1C(=O)OC1CCOC1=O (stereo not given)
    i | i | i | i | i | i | i | i | i | i | 1
(23) CN(CCOc1ccc(F)cc1)Cc1ccccc1
    i | i | i | i | i | i | i | i | i | i | 7
(24) Cc1snc(S(=O)(=O)/C(C#N)=N/Nc2ccc(C(F)(F)F)cc2)c1C#N
    i | i | i | i | i | i | i | i | i | i | 21
(25) Cc1nn(CC(=O)NCCc2ccccc2)c(=O)c2ccccc12
    i | i | i | i | i | i | i | i | i | i | -3
(26) Cn1c(N)c(C(=O)COC(=O)C2=COCCO2)c(=O)n(C)c1=O
    i | i | i | i | i | i | i | i | i | i | -2
(27) COC(=O)CC(C(=O)Nc1cc(C(=O)OC)cc(C(=O)OC)c1)N1CCN(C)CC1 (stereo not given)
    i | i | i | i | i | i | i | i | i | i | -8
(28) S=C(NCC1CCCO1)NC1CCCC1 (stereo not given)
    i | i | i | i | i | i | i | i | i | i | -2
(29) COC(=O)NCC(c1cccnc1)N1CCOCC1 (stereo not given)
    i | i | i | i | i | i | i | i | i | i | -4
(30) Cc1nc2sc3c(c2c2nnc(SCC(=O)NCc4ccco4)n12)CCCC3
    i | nt | i | i | i | i | i | i | i | i | 14
(31) c1nc(N2CCN(Cc3ccc4c(c3)OCO4)CC2)c2[nH]cnc2n1
    i | i | i | i | i | i | i | i | i | i | 1
(32) CCOC(=O)c1cc2c(nc1NC(=S)Nc1ccccc1)CC(C)(CC)OC2 (stereo not given)
    i | i | i | i | i | i | i | i | i | i | 3
(33) Cn1c(SCC(=O)NC2(C#N)CCCCC2)nnc1-c1cccnc1
    i | i | i | i | i | i | i | i | i | i | 54*
(34) CCOC(=O)C1C(=O)OC(C)(C)C1C(CC)C(=O)c1ccccc1 (stereo not given)
    i | i | i | i | i | i | i | i | i | i | -1
(35) O=C(CSc1nccn1Cc1ccccc1)NCc1ccccc1
    i | i | i | i | i | i | i | i | i | i | -8
(36) COc1ccc(N2CCN(CCCNC(=S)Nc3c(C)cccc3C)CC2)cc1
    i | i | i | i | i | i | i | i | i | i | -8
(37) CCOCCCNC(=O)CN(c1cc([N+](=O)[O-])ccc1OC)S(C)(=O)=O
    i | i | i | i | i | i | i | i | i | i | 2
(38) CCOC(=O)C1CCN(C(=O)Nc2ccc3nccnc3c2)CC1
    i | i | i | i | i | i | i | i | i | i | 4
(39) CCCCCCc1cc2cc(C(=O)Nc3cccc(OC)c3)c(=O)oc2cc1O
    i | i | i | i | i | i | i | i | i | i | 13
(40) O=c1[nH]c(-c2ccccc2)c(-c2ccccc2)[nH]1
    i | i | i | i | i | i | i | i | i | i | 3
(41) CCc1cccc(C)c1NC(=S)NCc1ccc2[nH]c(C)cc2c1
    i | i | i | i | -9.1* | i | i | i | i | i | 7
(42) CCOC(=O)c1c(C)nsc1NC(=O)C1CCCCC1
    i | i | i | i | i | i | i | i | i | i | 11
(43) CC1CCCN(C(=O)CSc2nnc3n(C4CCCC4)c(=O)c4ccccc4n23)C1 (stereo not given)
    i | i | i | i | i | i | i | i | i | i | -2
(44) O=C(OCc1ccccc1F)c1ccc2c(c1)-c1ccccc1C2=O
    i | i | i | i | i | i | i | i | i | i | -12
(45) COc1ccc(NC(=O)/C=C/c2ccc(Br)o2)cn1
    i | i | i | i | -7.2* | i | i | i | i | i | -5
(46) COC(=O)Cc1cnc(NC(=O)CSc2nc(C(C)C)cc(=O)[nH]2)s1
    i | i | i | i | i | i | i | i | i | i | -4
(47) COc1ccc(S(=O)(=O)N2CCC(NC(=O)c3ccccc3)CC2)cc1
    i | i | i | i | i | i | i | i | i | i | -2
(48) CCc1cccc2c(=O)c(C(=O)NCCCOC)c[nH]c12
    i | i | i | i | i | i | i | i | i | i | 3
(49) O=C(NC(C(=O)c1ccccc1)n1c(=O)cc[nH]c1=S)c1ccccc1 (stereo not given)
    i | i | i | i | i | i | i | i | i | i | -6
(50) O=C(NNc1ccc(Cl)cc1)c1sccc1Cl
    i | i | i | i | i | i | i | i | i | i | 3

# The list continues.
# Values run as follows: MrgX1 ag | TMEM16A act | TMEM16A inh | TRPC6 activator | MrgX1 antag | MrgX1 allo act | TRPC4 potent | TRPC4 block | TRPC4 act | TRPC6 inh | SKKanGAS inh
(51) NC(=O)N=Nc1c(O)[nH]c2ccc([N+](=O)[O-])cc12
    i | i | i | i | i | i | i | i | i | i | 3
(52) CCOC(=O)c1c(/N=C/C2=C(O)CCCC2=O)sc2c1CCCC2
    i | i | i | i | i | i | i | i | i | i | -1
(53) Cn1ncc2cc(NC(N)=S)ccc21
    i | i | i | i | i | i | i | i | i | i | -6
(54) Cc1ccc(-n2nc(C(=O)c3ccccc3)n3c(=O)c(Cc4ccccc4)nnc23)cc1
    i | i | i | i | i | i | i | i | i | i | ?
(55) NS(=O)(=O)c1ccc(CCNC/C=C/c2ccccc2)cc1
    i | i | i | i | i | i | i | i | i | i | 0
(56) O=C(COc1ccc(Cl)cc1)NC1=NN(c2ccccc2)C(=O)C1
    i | i | i | i | i | i | i | i | i | i | 62*
(57) COc1ccccc1N1CCN(S(=O)(=O)c2ccc(NC(C)=O)cc2)CC1
    i | i | i | i | i | i | i | i | i | i | -6
(58) CCOC(=O)c1ccc(NC(=S)N2CCN(S(C)(=O)=O)CC2)cc1
    i | i | i | i | i | i | i | i | i | i | 4
(59) COc1ccc(CCc2nc(-c3ccc(-n4cccc4)cc3)no2)cc1
    i | i | i | i | i | i | i | i | i | i | 2
(60) c1ccc2c(-c3nn[nH]n3)cccc2c1
    i | i | i | i | i | i | i | i | i | i | -4
(61) O=C1NC(=O)C(CC(=O)N(Cc2cccs2)C2(C(=O)NC3CCCCC3)CCCCC2)N1 (stereo not given)
    i | i | i | i | i | i | i | i | i | i | 2
(62) O=C(COC(=O)c1ccccc1O)Nc1cccnc1Cl
    i | i | i | i | i | i | i | i | i | i | 3
(63) COC(=O)NNC(=O)COc1ccc2ccccc2c1Br
    i | i | i | i | i | i | i | i | i | i | -2
(64) CCS(=O)(=O)Nc1ccc(C2=NN(C(=O)c3ccco3)C(c3cccc(F)c3)C2)cc1 (stereo not given)
    i | i | i | i | i | i | i | i | i | i | 13
(65) COc1ccc(C(=O)c2cnc(/N=C/N(C)C)s2)cc1
    i | i | i | i | i | i | i | i | i | i | -2

# Rows are unselected; about 6.7% have a hit in one of these screens.
